thrombin 1536 – blocks human thrombin protease activity | P00734 | alpha-thrombin, Boc-VPR-AMC fluorogenic substrate cleavage | inhibition, % at 5 µM | 0.26% of 220,000 active;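 active means inhibition at or above 40%; inactive means inhibition below 40%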;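 further: 0% = enzyme with no compound and 100% = wells without enzyme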
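Assay system: human alpha-thrombin enzyme. Reagent: Boc-VPR-AMC substrate, 15 µM final. Compound dosing: one concentration per compound, 5 µM, with 0.2% DMSO. Incubation: room-temperature reaction. Technique: AMC fluorescence, 355/460 nm. Measure: % inhibition relative to enzyme controls and enzyme-free blanks.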
KLK5 inh – inhibitors of human kallikrein 5; recombinant hK5, fluorogenic AMC substrate cleavage; inhibition, % at 5 µM; 0.59% of 210,000 active; AID 873;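 active means inhibition of 40% or more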;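 further: 0% = enzyme controls without compound and 100% = no-enzyme blanks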
Calpain2 inh – calpain II (pig) inhibition. purified calpain II, fluorogenic peptide substrate, 30 min. inhibition, % at 16 µM. 0.37% of 220,000 active. AID 1236;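 active means inhibition above about 50%, limit read from the data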
Rad51 HR inh – blocks human Rad51 in homologous recombination; 0.085% of 200,000 active; inhibition, % at 10 µM; hRad51 DNA strand exchange, fluorescence dequenching;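 active means inhibition above 40% at the single screening dose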;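 further: 0% = DMSO control wells and 100% = blanks with heterologous ssDNA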
Target sequence (Q06609 whole entry, looked up): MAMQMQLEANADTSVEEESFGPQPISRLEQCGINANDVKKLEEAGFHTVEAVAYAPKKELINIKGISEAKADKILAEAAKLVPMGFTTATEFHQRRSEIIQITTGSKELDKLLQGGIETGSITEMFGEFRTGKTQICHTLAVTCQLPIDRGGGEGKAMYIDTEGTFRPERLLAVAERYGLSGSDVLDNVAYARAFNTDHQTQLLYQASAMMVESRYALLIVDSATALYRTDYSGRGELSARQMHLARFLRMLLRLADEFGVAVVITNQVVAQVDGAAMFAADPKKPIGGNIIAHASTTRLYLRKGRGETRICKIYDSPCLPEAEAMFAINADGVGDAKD
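Material: Human Rad51 nucleoprotein filaments preassembled on unlabelled ssDNA | Also added: Labelled 47-mer dsDNA for strand exchange | Dosing: Single dose, 10 µM final compound | Schedule: 30-min compound preincubation and 15-min exchange, both room temperature | Technique: Fluorescence dequenching at 485/520 nm | Measure: Percent inhibition relative to plate controls and blanks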
PERK inh – inhibitors of human PERK kinase; Q9NZJ5; CHO PERK-DD fusion, SEAP luminescence translation reporter; inhibition, % at 5.6 µM; 0.17% of 220,000 active;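 active means inhibition above the mean inhibition of all tested compounds plus 3 SD, set separately per screening campaign, cut at about 2.9% in these data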;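 further: PERK kinase domain activated by AP20187 dimerizer at 100 nM; 0% = DMSO with dimerizer and 100% = rapamycin at 8.4 µM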
FXIa inh – blocks human coagulation factor XIa protease activity; P03951; AID 798; inhibition, % at 5 µM; purified FXIa, Boc-Glu-Ala-Arg-AMC fluorogenic substrate; 0.14% of 220,000 active;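 active means inhibition of at least 40%; inactive means inhibition below 40%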;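 further: fluorescence of freed AMC excited at 355 nm; 0% = enzyme without compound and 100% = no enzyme blank; many of its hits are not listed in these tables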
Furin inhibitor – inhibitors of human furin; P09958; purified furin, fluorogenic substrate cleavage; inhibition, % at 30 µM; 0.061% of 220,000 active; AID 463115; in the data active means inhibition above about 25%; further: inactives centre near -15
Target sequence (P09958 108-714 limits assumed): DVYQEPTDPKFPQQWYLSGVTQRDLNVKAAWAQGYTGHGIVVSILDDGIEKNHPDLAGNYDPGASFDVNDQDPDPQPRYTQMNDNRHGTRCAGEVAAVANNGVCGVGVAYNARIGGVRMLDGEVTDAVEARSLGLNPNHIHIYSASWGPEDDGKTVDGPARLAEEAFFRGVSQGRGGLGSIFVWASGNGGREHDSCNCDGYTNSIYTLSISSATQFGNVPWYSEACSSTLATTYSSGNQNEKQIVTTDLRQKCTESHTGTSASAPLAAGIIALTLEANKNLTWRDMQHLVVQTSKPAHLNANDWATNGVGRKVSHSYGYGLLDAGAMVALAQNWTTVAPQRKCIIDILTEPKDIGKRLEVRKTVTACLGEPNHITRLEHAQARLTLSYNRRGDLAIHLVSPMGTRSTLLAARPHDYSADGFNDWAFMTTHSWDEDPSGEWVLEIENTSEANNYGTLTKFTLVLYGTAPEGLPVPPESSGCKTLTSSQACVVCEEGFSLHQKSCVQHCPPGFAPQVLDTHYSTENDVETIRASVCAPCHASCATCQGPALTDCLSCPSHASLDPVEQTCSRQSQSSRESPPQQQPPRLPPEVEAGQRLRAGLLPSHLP
Cl transport mod – modulators of human KCC2 chloride dependent transport; KCC2 cells, thallium flux FluoZin-2 fluorescence; B-score of Tl+ flux slope (higher = more flux/activation; lower = inhibition) at 10 µM; 2.2% of 190,000 active; AID 1456;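 active means thallium flux slope and its plate-corrected score both differing from the plate sample mean at a set confidence after two filtering rounds, in either direction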;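 further: slope of fluorescence scaled to starting intensity during 10 to 20 s after thallium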
FXIIa inh 1536 – blocks human coagulation factor XIIa protease activity; P00748; purified FXIIa, Boc-QGR-AMC fluorogenic substrate, 2 h; inhibition, % at 5 µM; 0.3% of 220,000 active; in the data active means inhibition above about 40%;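 further: 0% = enzyme with no compound and 100% = blank without enzyme; many of its hits are not listed in these tables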
* marks the source's active call; other numbers are inactive results; i = inactive; x = no result given; [ ] = remark or other dose.

SMILES	thrombin 1536	KLK5 inh	Calpain2 inh	Rad51 HR inh	PERK inh	FXIa inh	Furin inhibitor	Cl transport mod	FXIIa inh 1536
COc1ccc(C)cc1NC(=O)C1CC(=O)OC12CCCCC2 (stereo not drawn)	-6	0	-42	-5	1.1	-1	-7[20 µM]	x	6
CCOC(=O)C1CCCN(Cc2nc(Cc3ccccc3Cl)no2)C1 (stereo not drawn)	-5	x	12	11	1.3	1	-22	-0.99	6
CCN(CC)CCCNC(=O)c1cc(Sc2nnc(C)s2)nc2ccccc12	-6	-22	-2	6	0.0	-2	-18	0.7	1
Cc1c(NC(=O)CSc2nnnn2-c2ccc(F)cc2)c(=O)n(-c2ccccc2)n1C	2	0	-11	30	1.7	2	-16	0.1	7
N/C(CN1CCSCC1)=N\OCc1c(F)cccc1Cl	-5	4	-1	1	1.8	5	-25	0.014	1
Oc1[nH]c2ccccc2c1N=Nc1ccccc1F	-1	-15	8	-179	0.9	1	3	i	14
CSCc1cc(N(C)C)nc(SCc2ccc(Cl)c(Cl)c2)n1	2	-19	-22	4	0.1	16	-28	-0.63	6
CCOC(=O)c1c(NC(=S)Nc2ccc(C)cc2)sc2c1CCC2	-2	-13	0	6	0.6	10	-13	-1.3	14
O=C(O)CCC(=O)Nc1ccc(Br)c(Cl)c1	2	-4	16	4	0.7	3	-7[20 µM]	0.71	12
COc1ccc(NC(=O)C2C3C=CC(C3)C2C(=O)NCc2ccco2)cc1 (stereo not drawn)	-4	22	16	4	-0.7	-6	-32	1.7	6
CC(NCC(=O)Nc1cc(S(=O)(=O)N2CCCCCC2)ccc1Cl)c1ccccc1 (stereo not drawn)	-5	0	16	-5	-0.9	-4	-28	-1.3	4
COCCN(CC(=O)NC1CCCCC1)C(=O)CSc1nc2ccccc2o1	-9	-2	5	5	0.3	6	-25[20 µM]	-0.9	0
CC(C)(Oc1ccc(Cl)cc1)C(=O)NC1=NN(c2ccccc2)C(=O)C1	3	-19	-32	-2	1.1	5	-14	1.2	9
COc1ccc(N2CCN(Cc3nnnn3C3CCCCC3)CC2)cc1	-4	7	-15	10	0.8	1	-23	-0.012	3
CCCCCOC(=O)C1C(c2ccccc2)C(C(=O)O)C1c1ccccc1 (stereo not drawn)	1	-9	22	x	0.1	3	-17	0.26	10
O=C(O)/C=C/C(=O)NNC(=O)c1cc(-c2ccccc2)n[nH]1	-4	-3	43	x	-0.5	0	-7	0.43	6
O=C(NO)c1ccc(C(=O)N(C2CCCCC2)C2CCCCC2)cc1	-1	-7	20	3	-0.5	5	4	0.34	15
CC(C)CCN1C(=O)c2ccc(C(=O)NCc3ccco3)cc2C1=O	1	-10	6	-13	0.7	4	-15[20 µM]	0.03	24
CC(C)(C)c1cc(C(=O)O)n[nH]1	1	-20	-14	0	-0.3	0	-13[20 µM]	-0.4	7
COc1ccc2c(c1)CCC1C2=NN(/C(C)=C\C(C)=O)C1c1ccc(F)cc1 (stereo not drawn)	3	-15	-39	-11	1.2	-3	-11	-1.3	3
Cc1cc2c(cc1C)[n+](C)cn2CC(O)COCC1CC=CCC1 (stereo not drawn)	x	0	0	-5	1.0	1	-42	0.28	7
Cc1cnc(NC(=O)CSc2nnc(C)n2N)s1	-17	-12	20	3	0.3	-3	-4	2	2
COC/C=C/C1=CC2=CC(=O)C(C)(OC(=O)c3cnc4ccccc4n3)C(=O)C2=CN1CCCOC(C)C (stereo not drawn)	1	3	-1	5	x	3	-10	0.094	8
Cc1ccc2nc(-c3ccc(NC(=O)CSc4ccccc4)cc3)[nH]c2c1	-2	-10	-57	-6	0.0	-1	-19[20 µM]	x	14
C/C=C/C=N/Nc1nc(C)cc(=O)[nH]1	-7	-4	-9	2	1.4	-4	-17	0.67	3
SMILES	thrombin 1536	KLK5 inh	Calpain2 inh	Rad51 HR inh	PERK inh	FXIa inh	Furin inhibitor	Cl transport mod	FXIIa inh 1536
CN1C(C(=O)NCc2cccc(Br)c2)CC2Cn3c(nc4ccccc43)C21 (stereo not drawn)	-2	-2	-17	-1	x	-2	-31	-1.2	3
Cc1ccc2cc(/C=N/NC(=O)c3ccc(F)cc3)c(Cl)nc2c1	5	-11	-14	7	0.0	-3	-9	0.074	12
COc1cccc(N(C(=O)CS(=O)CC(=O)Nc2ccc(F)cc2)C(C(=O)NC2CCCCC2)c2cccs2)c1 (stereo not drawn)	0	-11	-39	x	0.6	3	-14	0.44	7
COc1ccc(C2(CNC(=O)c3ccccc3[N+](=O)[O-])CCOCC2)cc1	-7	18	21	8	0.2	17	-9	-0.31	8
Cc1ccc(S(=O)(=O)Nc2cccc(Oc3cnccn3)c2)cc1	2	-7	-3	9	0.3	-6	-20	-0.041	2
COc1ccc(-c2ccc(F)cc2)cc1[C@H]1[C@H]2C=CC[C@@H](C)[C@@H]2C(=O)N1Cc1ccccc1	-6	-1	0	-4	x	-2	-25	-0.025	7
CN(C(=O)CSc1nnc(-c2ccccc2)c(-c2ccccc2)n1)C1CCS(=O)(=O)C1 (stereo not drawn)	-5	-24	5	x	-1.2	-2	-10	-0.61	4
O=c1ccnc(SCCC(F)=C(F)F)[nH]1	-24	-1	19	-5	0.5	-6	-18	0.43	6
CCOc1ccccc1N1CCN(S(=O)(=O)c2cccc3nsnc23)CC1	-8	-12	26	1	-1.4	-11	18[20 µM]	-0.48	4
CCc1c(C)sc(NC(=O)c2cccs2)c1C(=O)OC(C)C	2	6	-8	-5	1.3	6	-3	x	12
O=C1CCC(=O)N1CCC(c1ccc(F)cc1)c1ccco1 (stereo not drawn)	1	-13	-110	-2	0.1	-5	-16[20 µM]	x	17
CC1(C)CC(=O)C2=C(C1)OC(N)=C(C#N)C2c1ccccc1[N+](=O)[O-] (stereo not drawn)	-5	8	-86	-7	0.8	3	-27	-1.3	14
Fc1ccc(C(c2nnnn2C2CCCC2)N2CCc3ccccc32)cc1 (stereo not drawn)	4	-8	-5	-6	-0.3	1	-18	x	2
CC1(C)CC(CC(=O)O)C(=O)O1 (stereo not drawn)	4	-9	-9	-1	-1.4	-2	-11[20 µM]	-0.26	19
Cc1ccc(N2CCN(CCc3nc4cc(NC(=O)c5ccco5)ccc4n3C)CC2)cc1	-6	0	-28	7	-1.0	-6	-19	-1.8	10
Cc1ccc(S(=O)(=O)NCCNc2ccccc2[N+](=O)[O-])cc1	-2	x	21	-14	1.8	-1	-3	-1.4	5
CCOC(=O)N1CCN(c2ccc(C(C)=O)cc2F)CC1	-6	5	5	-13	-0.7	7	4[20 µM]	-1	11
CCn1cc([C@@H]2C[C@H]3CN(Cc4cccc(Cl)c4)C(=O)[C@]34CCCN24)c(C)n1	-22	-6	-23	-9	-0.1	-5	-20	-0.5	2
COc1ccc(C(=O)/C=C/Nc2c(C)n(C)n(-c3ccccc3)c2=O)cc1OC	2	-17	-30	1	0.1	4	-9	x	11
O=C(Nc1cc(C(F)(F)F)ccc1N1CCOCC1)c1cn2ccccc2n1	3	-8	-30	0	-0.7	2	-15[20 µM]	0.26	8
COc1ccc(OC)c(NC(=O)C2CCN(Cc3cnn(-c4ccccc4)c3-n3cccc3)CC2)c1	2	-6	-13	6	-0.5	12	-12[20 µM]	0.37	22
Cc1ccc(C(=O)N/C(=C\c2cccs2)C(=O)NCC2CCCO2)cc1C (stereo not drawn)	-10	-17	-3	2	-0.2	-3	1	0.16	3
COc1ccc2c(C)cc(SCC(=O)N3CCOCC3)nc2c1	3	6	-28	-50	-0.2	11	-26	x	17
Cc1nnc2sc(SCC(=O)Nc3cccc(Cl)c3)nn2c1=O	-1	-6	3	x	1.1	-1	-36	-0.012	12
COC(=O)[C@@H](NC(=O)NCc1ccccc1F)C(C)C	1	9	10	-8	0.0	3	-17[20 µM]	x	15

Only thrombin 1536, Furin inhibitor and Rad51 HR inh, for 2 of the compounds above:
SMILES	thrombin 1536	Furin inhibitor	Rad51 HR inh
O=C1CCC(=O)N1CCC(c1ccc(F)cc1)c1ccco1 (stereo not drawn)	1	-16[20 µM]	-2
CC1(C)CC(=O)C2=C(C1)OC(N)=C(C#N)C2c1ccccc1[N+](=O)[O-] (stereo not drawn)	-5	-27	-7

Full records as entered above. Screens in order: thrombin 1536, KLK5 inh, Calpain2 inh, Rad51 HR inh, PERK inh, FXIa inh, Furin inhibitor, Cl transport mod, FXIIa inh 1536
`COC/C=C/C1=CC2=CC(=O)C(C)(OC(=O)c3cnc4ccccc4n3)C(=O)C2=CN1CCCOC(C)C` (stereo not drawn) is entered as 1, 3, -1, 5, x, 3, -10, 0.094, 8
`CCOC(=O)N1CCN(c2ccc(C(C)=O)cc2F)CC1` is entered as -6, 5, 5, -13, -0.7, 7, 4[20 µM], -1, 11

Next section:
SMILES	thrombin 1536	KLK5 inh	Calpain2 inh	Rad51 HR inh	PERK inh	FXIa inh	Furin inhibitor	Cl transport mod	FXIIa inh 1536
CCCn1c(CC)nc([N+](=O)[O-])c1Sc1ccc(F)cc1	1	12	16	-40	0.3	-3	-16[20 µM]	-2.6	-2
CC1=NC(C(F)(F)F)(C(F)(F)F)C(C#N)=C(C)N1	-4	-5	-9	-1	0.8	0	-20[20 µM]	0.64	7
NC(=O)c1c(N)sc2c1CCCC2	2	-29	4	7	0.5	4	-14	-0.041	13
Cc1ccc(C)c(NC(=O)CSc2nc3nc(-c4cccs4)cc(C(F)(F)F)c3c(=O)[nH]2)c1	0	3	-95	x	2.2	3	-30	-0.73	4
C#CCOCCOCCOCCNc1nc(N2CCN(C(=O)[C@H](CCCCN)n3cc(C(N)CO)nn3)CC2)nc(N2CCN(C(=O)[C@H](CCC(=O)O)n3cc(C(N)Cc4ccc(O)cc4)nn3)CC2)n1 (stereo partly drawn)	-4	-2	-9	4	x	-3	-33	0.99	2
Cc1cc(OCC(=O)Nc2ccc(CN3CCCCC3)cc2)ccc1Cl	16	42*	23	-25	0.7	29	-6	0.037	21
Cc1[nH]n(-c2ccccc2)c(=O)c1C(=O)c1ccc(Cl)cc1	-2	1	14	-7	2.7	1	-16	11*	10
Cc1ccc(OC(=O)c2ccccc2P(=O)(O)O)cc1	-8	-22	32	5	0.2	-8	-15[20 µM]	0.13	2
O=C(CC(c1ccccc1)c1cc(Cl)ccc1O)N1CCCC1 (stereo not drawn)	-6	-1	24	x	1.2	-3	-20	1	5
Cc1ccccc1NC(=O)Cc1cccc(C(F)(F)F)c1	-2	x	10	x	0.7	2	-28	-0.48	11
CN(CCC#N)S(=O)(=O)c1ccc2[nH]cc(C(=O)NCCc3ccccc3)c(=O)c2c1	0	-9	-35	x	-0.3	9	-5	-0.027	14
Cc1ccc(CSc2nnc(-c3ccccn3)n2C)cc1	0	-6	-1	0	0.7	2	-15	0.034	2
CCS(=O)(=O)N1CCN(CC(=O)NC2CCCCC2)CC1	-7	8	15	-18	0.6	6	-8	0.42	7
COc1cc(S(=O)(=O)Nc2ccccc2)ccc1N=Cc1c(C)[nH]n(-c2ccc(C)cc2)c1=O	-6	-6	-62	7	1.0	1	-24	0.2	-3
O=C(Cn1cnc2c(nnn2Cc2ccccc2)c1=O)NCC1CCCO1 (stereo not drawn)	0	-6	-9	-1	0.8	1	-15	-0.69	-7
Cc1ccc(N(CC(=O)NC2CCCC2)C(=O)c2c(C)noc2C)cc1C	-1	4	7	-6	-0.4	-5	-17[20 µM]	0.52	8
C=CCn1c(=NC(=O)c2cc(-c3cccs3)nc3ccccc23)sc2cc(S(N)(=O)=O)ccc21	-6	-18	-64	3	-0.8	13	-2	-0.42	4
O=C(NCCNC1CCC(c2ccccc2)CC1)c1cccs1 (stereo not drawn)	-1	-5	10	x	-0.1	-3	-24	0.087	1
O=C(Nc1ccc2c(c1)C(=O)NC2=O)c1ccc(Cl)s1	1	-2	-87	x	1.6	5	-33	0.063	11
N#Cc1ccc(CSc2nnc(-c3cnccn3)o2)cc1	-11	-2	-16	-2	0.0	-2	-12[20 µM]	0.58	-2

Source: PubChem (several laboratories)

This is a subset; rates above refer to the full screens.
